# Screens as filed in PubChem BioAssay.
# Pol kappa inh = DNA polymerase kappa (human) inhibition | Q9UBT6 | purified Pol kappa, fluorescent DNA synthesis assay, 10 min | Potency, µM (highest dose often 107 µM), inactives show at the top dose activity, negative = inhibition, hits mostly inhibitors | hit rate 0.53% among 400,000 | AID 588579; further: potency means the concentration at half of the fitted maximal effect; on the % scale 0 is the no-effect control and ±100 the full control effect
#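 Inhibition of 10 nM Pol kappa is measured by a fluorescent read-out at 0 and 10 min following addition of 50 nM substrate (final), with a 15-min room-temperature compound preincubation.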
# ERG Ets-DNA blk = inhibitors of human ERG Ets domain-DNA interaction | fluorescence polarization, His-ERG Ets domain / labelled DNA | hit rate 0.028% among 370,000 | P11308 | Potency, µM (titrated, usually from 76.9 µM), inactives show at the highest dose FP activity, negative = inhibition, most hits filed as inhibitors; active means well fitted inhibition curve with a large enough effect in the polarisation, with a control signal flat; inconclusive means small, poorly fitted or top-dose-only effect, or effect the other way, or a change in a side signal; inactive means no such curve, though single readings can be large or run the other way; the % refers to the polarisation;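 further: polarization taken with two DNA probes labelled with fluorescein and Texas red; potency means the concentration at half of the fitted maximal effect; % of control where 0% means no effect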
# Target sequence (P11308 whole entry, looked up, the tested form may be a part): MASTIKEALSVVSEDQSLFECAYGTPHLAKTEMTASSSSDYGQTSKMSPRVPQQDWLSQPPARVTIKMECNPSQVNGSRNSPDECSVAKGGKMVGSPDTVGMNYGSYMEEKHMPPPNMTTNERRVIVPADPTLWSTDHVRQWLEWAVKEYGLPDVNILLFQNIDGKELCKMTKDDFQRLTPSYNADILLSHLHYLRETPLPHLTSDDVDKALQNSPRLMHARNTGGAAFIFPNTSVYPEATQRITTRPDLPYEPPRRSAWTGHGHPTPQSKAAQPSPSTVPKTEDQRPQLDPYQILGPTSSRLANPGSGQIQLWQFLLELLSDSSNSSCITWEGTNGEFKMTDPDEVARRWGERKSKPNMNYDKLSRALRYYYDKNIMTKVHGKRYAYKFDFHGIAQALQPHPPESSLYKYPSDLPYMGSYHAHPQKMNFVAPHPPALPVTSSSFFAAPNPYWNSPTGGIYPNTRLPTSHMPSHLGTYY
#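 His-tagged ERG Ets domain (1 uM in the protein solution; 300mM KCl, 50mM Tris-HCl, 1mM EDTA, 1mM DTT, pH 7.5) received compound, then a probe mix of 5 nM fluorescein-DNA and 100nM Texas-615-DNA. Fluorescence polarization was read for both dyes.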
# RGS4 inhibitor = blocks human RGS4-accelerated GTP hydrolysis; Potency, µM (doses to about 114 µM), for inactives: top-dose activity change, negative = inhibition, hits mostly inhibitors; AID 504845; hit rate 0.039% among 390,000; P49798; Transcreener GDP fluorescence polarization, RGS4-accelerated GTP hydrolysis; further: potency means the concentration at half of the fitted maximal effect; on the % scale 0 is the no-effect control and ±100 the full control effect; nearly all actives have a fitted effect of over 75% in size; some results filed as inactive show a strong effect at the top dose
#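 MLSMR compounds (23 nl, pin-transferred) preincubated 10 min at room temperature with a 500nM (2x) first reagent, then RGS4 at 900nM (2x) plus Transcreener GDP mix added; fluorescence polarization (620/688 nm) read before and after 90 min at 30 °C.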
# Apoferritin bind = binds horse apoferritin like a general anesthetic. hit rate 0.074% among 350,000. P02791. Potency, µM (titrated, usually from 77.5 µM), for inactives: at the top dose activity change, negative = displacement, most hits filed as inhibitors. AID 485281. apoferritin/1-aminoanthracene competitive binding, fluorescence; further: potency means the concentration at half of the fitted maximal effect; on the % scale 0 is the no-effect control and ±100 the full control effect; nearly all actives have a fitted effect of over 20% in size
# Target sequence (P02791 2-175 limits assumed): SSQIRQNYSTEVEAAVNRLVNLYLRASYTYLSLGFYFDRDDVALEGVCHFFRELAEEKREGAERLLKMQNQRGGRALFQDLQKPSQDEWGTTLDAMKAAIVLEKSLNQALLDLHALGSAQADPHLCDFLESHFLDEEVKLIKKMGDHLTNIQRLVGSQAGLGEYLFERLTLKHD
#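 Concentration-response curves derived by four-parameter Hill fitting of normalized fluorescence, where compounds displaced 1-AMA from 10 uM horse apoferritin following a brief 10 min room-temperature incubation; propofol titration acted as positive control.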
# LDHA inh = LDHA (human) enzyme inhibition | P00338 | purified LDHA, NADH/diaphorase-resazurin fluorescence; stronger effect = lower value | activity change, % (values are at about 110 or 230 µM) | hit rate 0.15% among 480,000 | AID 1347041; in the data active means activity change below about -30%; inconclusive means mostly about -25% to -30%;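 further: plate controls were DMSO wells for no effect and wells without enzyme for full effect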
#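 LDH5 2 nM; NADH 0.06 mM, pyruvate 0.2 mM; 200 mM Tris pH 7.4, EDTA, Tween-20; 5 min RT. Detection: diaphorase 0.133 mg/mL + resazurin 37 µM, fluorescence ex540/em590 at 0 and 20 min; normalized to enzyme-free and DMSO wells.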
# POLH inh = DNA polymerase eta (human) inhibition | Q9Y253 | recombinant Pol eta, fluorescent DNA replication assay | Potency, µM (top dose mostly 114 µM), for inactives: at the top dose activity change, negative = inhibition, hits mostly inhibitors | hit rate 1.2% among 390,000 | AID 588591; further: potency means the concentration at half of the fitted maximal effect; on the % scale 0 is the no-effect control and ±100 the full control effect
#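 Pol eta (10 nM) was preincubated with compounds for 15 min at room temperature, after which fluorescent replication substrate (50 nM final) was added to start the reaction. Fluorescence was read kinetically at 0 and 10 min.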
# APE1 inh = blocks human APE1 abasic DNA cleavage; hit rate 0.35% among 350,000; P27695; recombinant APE1, TAMRA/BHQ-2 abasic DNA cleavage fluorescence; Potency, µM (top dose mostly 65.8 µM), inactives show at the top dose activity change, negative = inhibition, actives largely listed as inhibitors; AID 2517;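 further: potency means the concentration at half of the fitted maximal effect; plate controls were vehicle for no effect and reference inhibitor for full effect; nearly all actives have a fitted effect of over 55% in size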
# Target sequence (P27695 whole entry, looked up): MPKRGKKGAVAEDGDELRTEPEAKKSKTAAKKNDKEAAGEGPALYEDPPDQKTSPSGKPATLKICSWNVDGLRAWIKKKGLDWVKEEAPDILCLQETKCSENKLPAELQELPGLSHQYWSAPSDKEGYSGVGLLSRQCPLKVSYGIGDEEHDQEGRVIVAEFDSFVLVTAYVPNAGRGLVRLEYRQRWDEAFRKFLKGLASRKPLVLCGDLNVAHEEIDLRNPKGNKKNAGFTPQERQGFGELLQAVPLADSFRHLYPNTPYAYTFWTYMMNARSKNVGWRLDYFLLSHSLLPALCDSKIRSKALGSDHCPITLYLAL
#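 Kinetic fluorescence read (525 ex/598 em nm, three reads 60 s apart) of AP-site incision; signal = third minus first read. Enzyme 0.75 nM, dual-labelled THF duplex 50 nM, compound preincubation 15 min RT.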
# ALOX12 inh = ALOX12 (human) lipoxygenase inhibition. purified 12hLO, xylenol orange hydroperoxide absorbance. Potency, µM (top dose mostly 108 µM), for inactives: at the top dose activity change, negative = inhibition, actives largely listed as inhibitors. hit rate 1.1% among 580,000; further: potency means the concentration at half of the fitted maximal effect; on the % scale 0 is the no-effect control and ±100 the full control effect
#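 Purified human 12hLO at 150 nM in 25 mM Hepes, 0.01% Triton X-100, pH 7.0, preincubated 15 min at room temperature with compound. Reaction started with 40 uM arachidonic acid, 30 min at room temperature. Hydroperoxide measured by Fe-xylenol orange, 573/405 nm absorbance ratio.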
# POLB inh = blocks human DNA polymerase beta activity; Potency, µM (top dose mostly 114 µM), inactives show top-dose activity change, negative = inhibition, usual class: inhibitors; Pol beta primer extension/strand displacement, fluorescence kinetic; hit rate 1.3% among 340,000; further: potency means the concentration at half of the fitted maximal effect; on the % scale 0 is the no-effect control and ±100 the full control effect
#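 Pol beta (10 nM) and compounds were preincubated 15 min at room temperature, then 50 nM substrate (final) started primer extension/strand displacement. Reads were taken at 0 and 10 min; concentration-response data were fitted to a four-parameter Hill equation.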
# * = called active by the depositor; i = inactive; ? = inconclusive; / = not tested or not shown; & = joins results of further samples; [ ] = another dose, or the depositor's remark. Unless noted, the call rests on the fitted dose curve; in most records, active means well fitted curve in the direction sought with a large enough effect; inconclusive means small, poorly fitted or top-dose-only effect, or another doubt; inactive means no such curve, though single readings can be large; an effect the other way counts as inactive or inconclusive. A portion of the library; count on the stated rates, not on these rows.
Molecule	RGS4 inhibitor	POLH inh	APE1 inh	LDHA inh	ERG Ets-DNA blk	POLB inh	Pol kappa inh	ALOX12 inh	Apoferritin bind
N=C1C(c2ccccc2)=C(O)CN1CCO	14.4%[11.4 µM]	-0.8%	-4.4%	-8.1	0.5%	3.8%	-3.6%[60.1 µM]	6.2%	0.8%
Fc1ccc(CNc2nc3ccc(Cl)cc3n3nnnc23)cc1	2.8%	0.7%	/	8.8	4.1%	-0.5%	-1.4%	?	5.1%
Clc1ccccc1CSC1=NCCN1	9.1%	-23.8%	-0.8%	-6.2	-1.5%	-2.3%	1.4%	-15.2%	-5.3%
O=C(COc1ccccc1)Nc1ccncc1	12.0%	-14.0%	0.0%	-3.4	-1.6%	12.6%	1.9%	4.5%	-3.2%
C=CCN1C(=O)C(O)(CC(=O)c2ccccn2)c2ccccc21 (centres undefined)	-14.9%	-1.3%	1.6%	1.4	-6.1%	23.1%	-12.5%	-14.0%	-8.6%
O=C(Cc1ccc([N+](=O)[O-])cc1)NNC(=O)c1ccc2c(c1)OCO2	3.3%	-14.0%	85.4%[activator]	-7.3	-9.8%	?	-3.8%	6.5%	-4.9%
CCN(CC)S(=O)(=O)c1nnc(NC(=O)c2ccc(Br)cc2)s1	-28.2%	-6.9%	/	5.0	1.8%	-8.9%	-3.5%	-9.5%	-6.4%
Cc1ccc(C)c(OCCC(=O)OCC(=O)NCCNC(=O)COC(=O)CCOc2cc(C)ccc2C)c1	-8.7%	-14.9%	-3.5%	-0.6	13.9%	/	0.3%	8.3%	/
NS(=O)(=O)c1cccc(NC(=O)COC(=O)c2cc(Cl)ccc2[N+](=O)[O-])c1	7.9%[11.4 µM]	21.1%	0.0%	-1.6	7.4%	?	10.6%	-25.9%	-0.6%
Cc1c(C(=O)O)sc2nc(SCC(=O)Nc3ccc(S(=O)(=O)NCCCC(=O)O)cc3)[nH]c(=O)c12	-15.4%	-4.3%	-4.8%	-16.1	-10.2%	0.7%	?	-0.1%	5.9%
CC(=O)NCCNc1ccc([N+](=O)[O-])cn1	0.1%	-10.6%	7.8%	-9.2	-1.8%	0.2%	-3.8%	-11.6%	8.5%
CCc1ccc(NC(=O)C2=CC(c3ccc4c(c3)OCO4)=NS(=O)(=O)N2C)cc1	9.1%	?	/	-1.5	-2.4%	9.4%	6.4%	-25.5%	-9.5%
CC(NC(=O)c1cccc(Nc2nc3ccccc3n3nnnc23)c1)c1ccccc1 (centres undefined)	-2.7%	-15.3%	/	1.3	-0.8%	8.6%	4.7%	-19.0%	24.7%
COc1ccc(/C=C2\CCC(C3CCCC3)C2=O)c(OC)c1 (centres undefined)	-2.4%	-8.9%	-7.7%	1.1	-1.8%	6.4%	7.3%	-28.8%	-15.0%
O=C(NCCc1nc2ccccc2n1Cc1ccc(F)cc1)c1ccco1	12.1%	-6.0%	/	-7.1	16.9%	37.2%[activator]	-1.4%	-12.6%	6.5%
COc1ccc(C#Cc2c(-c3ccsc3)oc3ccc(N4CCOCC4)cc23)cc1	2.0%	-11.5%	/	0.7	-2.1%	/	1.8%	-12.7%	/
COc1ccc(NC(=O)CSc2nnc(-c3ccc(F)cc3)o2)cn1	-3.7%	-11.5%	16.1%	-0.3	-6.1%	/	-1.4%	18.1%	/
Cc1ccc(C(=O)NC(=S)Nc2c(C)ccc3nsnc23)cc1	-24.8%	-13.9%	-8.2%	-5.4	-6.1%	-4.0%	1.2%	?	-7.7%
O=C(CC(=O)Nc1cccc(F)c1)Nc1cccc(F)c1	-40.8%	-12.5%	6.2%	-0.5	-3.5%	7.1%	-1.0%	-3.9%	-3.8%
Cc1c2c(nc3nc4ccccc4n13)CC(C)(C)CC2=O	9.2%	-3.1%	0.8%	-4.9	0.4%	-1.6%	1.6%	-0.7%	6.0%
CC(NC(=O)Cn1cc(Br)c([N+](=O)[O-])n1)c1ccccc1 (centres undefined)	-27.5%	-12.9%	4.6%	-0.7	-11.8%	16.9%	-10.8%	5.4%	-1.5%
COc1ccc(C)cc1NC(=O)CCS(=O)(=O)c1cc2c3c(c1)CCN3C(=O)CC2	-47.1%	-20.0%	/	-4.9	-9.7%	3.1%	-0.5%	17.8µM*	-6.6%
c1ccc(-c2cn3nc(-c4ccccc4)c(-c4ccccc4)nc3n2)cc1	-10.3%	-19.7%	-6.8%	0.7	-0.6%	28.9%	-7.4%	-26.3%	83.5%[activator]
CCCN(Cc1cc2ccc(C)cc2[nH]c1=O)S(=O)(=O)c1ccccc1	-11.5%	4.0%	14.7%	-6.0&-1.1	-0.1%	10.6%	6.8%	-9.5%&0.0%	-21.5%
COc1ccc2c(c1)nc(SCC(=O)c1ccc(Br)s1)n2C	?	-5.9%	?	-0.6	/	9.5%	-2.0%	?	?
O=C1CN(C(=O)c2c(F)cccc2Cl)C(c2ccc(F)cc2)c2cc(Br)ccc2N1 (centres undefined)	0.3%	-6.6%	/	-0.1	-5.5%	0.8%	-6.2%	-15.3%	-1.6%
Cc1c(C(=O)Nc2ccncc2)sc2nc(-c3ccc(F)cc3)cn12	-46.7%	?	-1.8%	-0.4	-1.4%	-21.2%	-0.5%	6.0%[57.4 µM]	1.0%
COc1ccccc1C(=O)Nc1ccnn1C1CCN(C/C=C/c2ccc(F)cc2)CC1	-6.5%	-14.0%	-8.6%	2.7	1.5%	27.7%	8.1%	-8.2%	?
COc1cccc(NC(=O)CN(C)C(=O)CC2CCCCC2)c1	?	-11.0%	45.2%	-1.8	-4.6%	/	-13.2%	7.9%	/
Cc1cc(C)cc(NC(=O)C(NCCN2CCOCC2)c2ccccc2)c1 (centres undefined)	?	-1.1%	-1.1%	-23.7	-6.0%	-28.8%	3.1%	406.9%[activator]	-2.1%
COC(=O)C(C(=O)NCC1CCCO1)C1CCCC1 (centres undefined)	48.2%	6.0%	-2.9%	-0.1	-3.8%	-5.9%	-10.7%	0.6%	-5.2%
C1CCC(N=C(NC23CC4CC(CC(C4)C2)C3)N2CCOCC2)CC1	7.2%[56.9 µM]	-8.4%[57.1 µM]	20.2%&-2.6%	/	/	20.9%[57.1 µM]	-14.8%[60.1 µM]	94.5%[activator]	/
O=C(NCc1cccs1)C1CCCCC1	30.1%	-7.8%	8.8%	-4.7	-1.8%	16.5%	-17.5%	-4.7%	?
O=C(Cc1ccccc1)NN1C(=O)/C(=C/c2ccc(C(=O)O)cc2)SC1=S	-22.7%[11.4 µM]	-1.4%	-0.9%	-4.3	23.6%	5.0%	-8.6%	-8.1%	-13.4%
O=C1CC2(CCCC2)CC(=O)N1CCNC[C@H]1COc2ccccc2O1	i	/	-6.0%	/	/	/	-10.8%[19.4 µM]	0.0%	/
CC(=O)c1cccc(NC(=O)CCn2nc(C)c(S(=O)(=O)N3CCCCC3)c2C)c1	-8.8%	15.7%	/	-2.1	-3.4%	0.6%	-3.3%[60.1 µM]	-4.9%	-15.0%
CC1CC(C)CN(C(=O)c2ccc(C#N)cc2)C1 (centres undefined)	15.5%	-3.0%	4.9%	-6.6	-8.6%	-12.0%	-0.7%	-14.8%	-19.7%
O=C(NCc1nnc(SCC(=O)N2CCOCC2)o1)c1c(F)cccc1F	12.1%	-4.3%	2.3%	0.1	-10.7%	113.5%	-23.4%	65.9%[activator]	-5.2%
COCCNC(=O)CCc1nc(-c2ccccc2)no1	-2.0%	-4.1%	-2.8%	-4.1	5.4%	-11.4%	-7.3%	7.8%	-1.8%
COc1ccc(NC(=O)Cn2nnc(C(=O)NCc3cccc(OC)c3)c2N)cc1	0.8%	1.4%	22.9%	-5.1	6.5%	4.9%	-4.5%	0.0%	?
Cc1c(O)nc(SC2CC(=O)N(c3cc(Cl)cc(Cl)c3)C2=O)[nH]c1=O (centres undefined)	-13.7%	-9.5%	/	-10.0	4.2%	/	-7.2%	5.62µM*	/
Cc1ccc(S(=O)(=O)NCCC(=O)NCCOc2ccccc2)cc1	3.7%	-5.7%	11.1%	-10.4	11.5%	/	-7.4%	-10.0%	/
CCCCC(CCC(=O)NNC(=O)Cc1ccccc1)C(=O)O (centres undefined)	31.3%	-10.6%	-0.6%	0.8	1.0%	6.4%	-16.2%	31.6%	-0.6%
CCC(C)(C)NC(=O)C(c1ccc(OC)cc1)N(Cc1ccccc1)C(=O)CCC(=O)Nc1cc(C)on1 (centres undefined)	-10.0%	-14.5%	53.2%[activator][12.4 µM]	-2.4	-3.8%	-24.2%	-11.5%	-6.8%	-18.3%
COc1ccccc1C1CC(=O)Oc2cc(C)c(Cl)cc21 (centres undefined)	4.6%	?	7.8%&-4.2%	2.9	-6.9%	/	?	39.8µM*	30.5%[activator][110 µM]
COC(=O)N1C(=O)[C@@](c2ccc(OC)cc2)(C(C)C)N1C(=O)OC	20.0%	-10.5%	53.0%[activator]	-0.8	-4.1%	12.4%	-9.6%	6.1%	-13.0%
CCOc1ccc(NS(=O)(=O)N(C)C)cc1	-1.8%	-8.2%	5.8%	0.8	1.6%	?	-8.2%	0.0%	4.5%
